EPAC2 antagonist – qHTS for Antagonist of cAMP-regulated guanine nucleotide exchange factor 2 (EPAC2): primary screen; Potency, µM (titrated, usually from 114 µM), for inactives: at the highest dose activity, negative = inhibition, most hits filed as inhibitors; EPAC2 GEF exchange of Rap1B-BODIPY-GDP, fluorescence; AID 720708, 2013; Rap guanine nucleotide exchange factor 4 (Homo sapiens), Q8WZA2; 360,000 compounds, 0.18% hits; further: potency means the concentration at half of the fitted maximal effect; on the % scale 0 is the no-effect control and ±100 the full control effect; nearly all actives have a fitted effect of over 45% in size; many of its hits are not listed in these tables
CCT chaperon mod – High-Throughput Screening for Modulators of Cytosolic Chaperonin Activity. AID 651819, 2012. 360,000 compounds, 0.3% hits. purified chaperonin ATPase assay, HTRF ADP detection, 30 min. activity change, % (no concentration beside the values), hits read low; in the data active means activity change below about -30%; further: on the % scale 0 is the no-effect control and ±100 the full control effect
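Nucleotide hydrolysis assay: TRiC at 20–40 nM final (set by batch activity) with 10 uM ATP, 30 min at 37 °C, in presence of 76 uM compound. Detection by competitive ADP HTRF, 30 min ambient.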
PI5P4K alpha inh – qHTS for Inhibitors of phosphatidylinositol 5-phosphate 4-kinase (PI5P4K) | AID 652105, 2013 | 330,000 compounds, 1.2% hits | PI5P4Kalpha enzyme, ADP-Glo luminescence, 60 min; active compounds read low | Phosphatidylinositol 5-phosphate 4-kinase type-2 alpha (Homo sapiens), P48426 | max response, %; active means max response of -50% or lower; inconclusive means between -30% and -50%; inactive means -30% or higher; further: value at the top dose of about 77 µM; on the % scale 0 is the no-effect control and ±100 the full control effect
Target sequence (P48426 whole entry, looked up): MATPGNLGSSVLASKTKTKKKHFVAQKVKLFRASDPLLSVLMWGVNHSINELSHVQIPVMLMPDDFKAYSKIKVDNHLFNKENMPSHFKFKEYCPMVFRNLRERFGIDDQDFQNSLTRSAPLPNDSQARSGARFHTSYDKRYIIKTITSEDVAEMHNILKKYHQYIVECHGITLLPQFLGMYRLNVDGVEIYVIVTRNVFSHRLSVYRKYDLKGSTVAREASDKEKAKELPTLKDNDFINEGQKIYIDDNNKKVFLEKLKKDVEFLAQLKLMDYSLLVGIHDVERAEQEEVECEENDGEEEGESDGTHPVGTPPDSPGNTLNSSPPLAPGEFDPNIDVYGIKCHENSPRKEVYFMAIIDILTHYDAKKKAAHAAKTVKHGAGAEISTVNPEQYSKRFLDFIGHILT
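Enzyme plus substrate dispensed, test compounds pinned in, then ATP (5 microM final) added. After 60 min at RT, ADP-Glo reagent 1 for 45 min and reagent 2 for 30 min preceded luminescence imaging.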
EPAC1 antagonist – qHTS for Antagonist of cAMP-regulated guanine nucleotide exchange factor 3 (EPAC1): primary screen; Rap guanine nucleotide exchange factor 3 (Homo sapiens), O95398; EPAC1 GEF assay, Rap1b-BODIPY-GDP exchange fluorescence; Potency, µM (titrated, usually from 115 µM), without a hit: top-dose activity change, negative = inhibition, hits mostly inhibitors; 360,000 compounds, 0.14% hits; AID 720709, 2013;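 further: potency means the concentration at half of the fitted maximal effect; plate controls were vehicle for no effect and positive control for full effect; nearly all actives have a fitted effect of over 50% in size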
MmCpn inh – Inhibitors of TCP-1 ring complex (TRiC) of Methanococcus maripaludis (MmCpn): qHTS; purified Mm-Cpn ATPase, ADP Transcreener TR-FRET; 330,000 compounds, 0.031% hits; Potency, µM (highest dose often 76.9 µM), for inactives: at the top dose activity, negative = inhibition, actives largely listed as inhibitors; AID 504842, 2011; further: potency means the concentration at half of the fitted maximal effect; on the % scale 0 is the no-effect control and ±100 the full control effect; nearly all actives have a fitted effect of over 80% in size
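Eu-cryptate anti-ADP/ADP-d2 competition gives a ratio inversely related to ADP. Enzyme at 25 nM was pre-exposed to compound for 10 min, then given 10 uM ATP for 30 min, 37°C throughout.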
PLK1 PBD block – qHTS for Inhibitors of PLK1-PDB (polo-like kinase 1 - polo-box domain): Primary Screen | 360,000 compounds, 2.8% hits | Potency, µM, for inactives: max response, negative = inhibition, usual class: inhibitors | Plk1 PBD binding of FITC phosphopeptide, fluorescence polarization | AID 720504, 2013; further: potency means the concentration at half of the fitted maximal effect; series mostly up to about 57 µM; on the % scale 0 is the no-effect control and ±100 the full control effect; nearly all actives have a fitted effect of over 65% in size
Target sequence (P53350 whole entry, looked up, the tested form may be a part): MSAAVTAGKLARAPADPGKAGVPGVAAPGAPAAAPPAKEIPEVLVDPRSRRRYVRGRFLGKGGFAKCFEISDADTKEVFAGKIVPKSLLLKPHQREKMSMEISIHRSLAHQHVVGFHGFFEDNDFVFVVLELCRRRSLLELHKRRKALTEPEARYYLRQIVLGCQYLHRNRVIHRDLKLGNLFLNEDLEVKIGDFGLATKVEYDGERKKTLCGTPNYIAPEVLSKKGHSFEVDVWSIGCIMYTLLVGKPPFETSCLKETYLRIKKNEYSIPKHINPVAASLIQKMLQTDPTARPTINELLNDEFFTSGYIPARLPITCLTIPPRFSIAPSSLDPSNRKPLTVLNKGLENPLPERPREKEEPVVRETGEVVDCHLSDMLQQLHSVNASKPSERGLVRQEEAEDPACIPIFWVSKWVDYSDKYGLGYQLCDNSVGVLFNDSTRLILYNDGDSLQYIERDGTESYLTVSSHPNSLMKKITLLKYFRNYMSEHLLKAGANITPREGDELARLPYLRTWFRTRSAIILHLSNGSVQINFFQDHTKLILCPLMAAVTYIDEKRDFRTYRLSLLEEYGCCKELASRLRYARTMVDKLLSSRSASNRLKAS
EPAC1 ag – qHTS for Agonist of cAMP-regulated guanine nucleotide exchange factor 3 (EPAC1): primary screen. 360,000 compounds, 0.073% hits. AID 720707, 2013. Rap guanine nucleotide exchange factor 3 (Homo sapiens), O95398. EPAC1 agonist qHTS, biochemical assay; response scale: 100% = response to 6.5 mM cAMP. Potency, µM (series often up to 154 µM), for inactives: at the highest dose activation, actives largely listed as activators; further: potency means the concentration at half of the fitted maximal effect; nearly all actives have a fitted effect of over 60% in size
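Compounds were pinned as a concentration titration into mixtures of EPAC1 (100 nM), BODIPY-GDP-loaded Rap1B (250 nM) and GDP (50 uM). After 5 min at room temperature, fluorescence was followed for 30 min; activity was scaled to 6.5 mM cAMP.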
WRN inhibitor – qHTS for Inhibitors of WRN Helicase; 360,000 compounds, 0.46% hits; WRN helicase unwinding, fluorescent forked duplex, kinetic; Potency, µM (series often up to 114 µM), without a hit: at the top dose activity change, negative = inhibition, most hits filed as inhibitors; further: potency means the concentration at half of the fitted maximal effect; on the % scale 0 is the no-effect control and ±100 the full control effect; nearly all actives have a fitted effect of over 55% in size
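Primary qHTS, 1536-well format. 20 nM WRN + compound, 15 min RT; start with 100 nM forked fluorophore/quencher duplex, 2 mM ATP (final); kinetic read ex 525/em 598 nm.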
* = called active by the depositor; ? = inconclusive; . = not tested or not shown; [ ] = remark or other dose. Unless noted, the call rests on the fitted dose curve; in most records, active means well fitted curve in the direction sought with a large enough effect; inconclusive means small, poorly fitted or top-dose-only effect, or another doubt; inactive means no such curve, though single readings can be large; an effect the other way counts as inactive or inconclusive. A portion of the library; rates above refer to the full screens.

SMILES	EPAC2 antagonist	CCT chaperon mod	PI5P4K alpha inh	EPAC1 antagonist	MmCpn inh	PLK1 PBD block	EPAC1 ag	WRN inhibitor
CCCCCCN1C=CC(=C/C=C(\C#N)C(=O)OCC)C=C1	48%[activator]	-3.8	-5	-6%	?	76%[activator]	8%	-7%
O=C(O)/C=C/C(=O)N1CCN(c2cccc(Cl)c2)CC1	-1%	-0.7	0	5%	-2%	-3%	5%	-6%
CC1(C(=O)NS(=O)(=O)c2cccc(F)c2)CCN1C(=O)Cc1ccccc1Cl (stereo not drawn)	3%	0.4	-5	4%	.	-10%	-7%	-5%[57.1 µM]
COc1ccc(N(CC(=O)Nc2cccc3ccccc23)S(C)(=O)=O)c(OC)c1	6%	1.2	-4	8%	0%	0%	-6%	-16%
CCOC(=O)c1c(-c2ccccc2)oc2ccc(OCC(=O)NNC(=O)CCC(=O)O)cc12	-13%	-1.0	4	0%	-6%	-6%	-4%	-8%
COc1ccc(Cl)cc1NC(=O)CCNC(=O)Cn1ccc2ccccc2c1=O	3%	-1.7	6	8%	-4%	-6%	-3%	0%
Cc1nc(NC(=S)NC(=O)COc2ccccc2Cl)ccc1Br	5%	-2.6	-2	-5%	-9%	-9%	7%	-31%[57.1 µM]
CC1=NN(c2ccccc2C(=O)O)C(=O)C1N=Nc1ccccc1 (stereo not drawn)	-10%	-1.1	?	?	0%	?	1%	-6%
CCc1ccc2[nH]c(C(=O)Nc3ccc(Br)c(C)n3)cc2c1	5%	1.9	4	-8%	?	-1%	-6%	10%
Cn1c(C2CCCCC2)nc2c1c(=O)[nH]c(=O)n2Cc1ccccc1	4%	1.1	-6	-10%	0%	5%	-5%	4%
O=C(COc1ccc2ccc(=O)oc2c1)OCc1ccccc1	1%[57.1 µM]	-10	0	1%	?	-3%	5%	5%
C=CCOC(=O)C1=C(C)NC(SCC(=O)N(CC)CC)=C(C#N)C1c1ccccc1 (stereo not drawn)	-8%	-1.2	0	-22%	0%	?	12%	-6%
O=C(NN=Cc1c(O)ccc2ccccc12)c1ccc2c(c1)OCO2	-4%	-1.3	3	-14%	0%	-15%	5%	5%
COc1ccccc1NC(=O)C(C)Sc1nc(-c2ccccc2)cn1N (stereo not drawn)	-29%	0.3	10	-16%	-3%	0%	-10%	-5%
CCC(CC)C(=O)N(C)c1c(C)nc2c(OCc3cc(Cl)cc(Cl)c3)cccn12	-14%	-0.8	-4	-25%	.	-11%	-5%	0%[57.1 µM]
COc1ccc(-n2nc3c(c2NC(=O)C2CCCC2)CS(=O)(=O)C3)cc1	2%	1.6	3	-13%	1%	-3%	4%	-22%
COc1ccc(CNC(=O)CSc2nc3ccc(N)cc3s2)cc1	4%	-1.7	-8	-3%	-1%	-8%	-4%	-17%
COc1ccccc1CNC(=O)C(=O)NCC1OCCCN1S(=O)(=O)c1cccs1 (stereo not drawn)	3%	0.1	-18	-24%	3%	2%	8%	2%
O=C(CSc1nnc(Cc2ccccc2)o1)NCc1ccc2c(c1)OCO2	-3%	-3.7	-11	-3%	1%	-3%	-2%	0%
CCn1ncc(C2=NOC(C(=O)Nc3c(C)n(C)n(-c4ccccc4)c3=O)C2)c1C (stereo not drawn)	-9%	0.1	1	-3%	1%	-10%	5%	-9%
O=C(CCC(=O)c1ccc(Oc2ccccc2)cc1)Nc1ccc(Cl)cc1Cl	-16%	-4.6	.	-2%	?	0%	19%	-14%
COc1ccccc1NC(=O)CNC(=O)c1ccc(F)cc1	4%	-4.2	2	3%	1%	-4%	1%	-1%
COCC(C)Nc1ncnc2c1cnn2-c1ccc(Cl)cc1 (stereo not drawn)	-6%	-1.6	-13	-1%	-3%	3%	9%	-4%
CCC(=O)NC(=S)Nc1ccc(-c2nc3ccccc3s2)cc1	-7%	1.9	2	5%	-9%	-8%	13%	-2%
CCCCOC(=O)N/N=C/C=C/c1ccccc1	2%	-0.6	-4	-5%	0%	1%	2%	7%

For convenience, 10 of the compounds above:
SMILES	EPAC2 antagonist	CCT chaperon mod	PI5P4K alpha inh	EPAC1 antagonist	MmCpn inh	PLK1 PBD block	EPAC1 ag	WRN inhibitor
COc1ccc(-n2nc3c(c2NC(=O)C2CCCC2)CS(=O)(=O)C3)cc1	2%	1.6	3	-13%	1%	-3%	4%	-22%
COc1ccc(CNC(=O)CSc2nc3ccc(N)cc3s2)cc1	4%	-1.7	-8	-3%	-1%	-8%	-4%	-17%
COc1ccccc1CNC(=O)C(=O)NCC1OCCCN1S(=O)(=O)c1cccs1 (stereo not drawn)	3%	0.1	-18	-24%	3%	2%	8%	2%
O=C(CSc1nnc(Cc2ccccc2)o1)NCc1ccc2c(c1)OCO2	-3%	-3.7	-11	-3%	1%	-3%	-2%	0%
CCn1ncc(C2=NOC(C(=O)Nc3c(C)n(C)n(-c4ccccc4)c3=O)C2)c1C (stereo not drawn)	-9%	0.1	1	-3%	1%	-10%	5%	-9%
O=C(CCC(=O)c1ccc(Oc2ccccc2)cc1)Nc1ccc(Cl)cc1Cl	-16%	-4.6	.	-2%	?	0%	19%	-14%
COc1ccccc1NC(=O)CNC(=O)c1ccc(F)cc1	4%	-4.2	2	3%	1%	-4%	1%	-1%
COCC(C)Nc1ncnc2c1cnn2-c1ccc(Cl)cc1 (stereo not drawn)	-6%	-1.6	-13	-1%	-3%	3%	9%	-4%
CCC(=O)NC(=S)Nc1ccc(-c2nc3ccccc3s2)cc1	-7%	1.9	2	5%	-9%	-8%	13%	-2%
CCCCOC(=O)N/N=C/C=C/c1ccccc1	2%	-0.6	-4	-5%	0%	1%	2%	7%

(further entries)
SMILES	EPAC2 antagonist	CCT chaperon mod	PI5P4K alpha inh	EPAC1 antagonist	MmCpn inh	PLK1 PBD block	EPAC1 ag	WRN inhibitor
COC(=O)c1ccc(C)c(NC(=O)CN2C(=O)c3ccccc3S2(=O)=O)c1	9%	-1.4	-4	-1%	1%	-6%	-3%	0%
COc1ccc2nc3sc(C(=O)NCCN4CCc5ccccc5C4)cc3cc2c1	8%	1.6	-4	11%	-2%	-6%	-12%	2%
O=C(CC(=O)c1ccccn1)c1ccccc1	-2%	0.5	0	-14%	.	-5%	-4%	-1%
CCOC1OC(=O)C(Cl)=C1Nc1ccccc1C (stereo not drawn)	-10%	-5.0	1	-6%	1%	-3%	13%	-20%
CC(C)C(=O)N1CCN(c2ccc(NC(=O)c3ccc([N+](=O)[O-])o3)cc2)CC1	4%	-0.2	4	-28%	-8%	-9%	-7%	3%
Cc1cnc(NC(=O)c2cccs2)s1	-17%	-0.6	0	0%	1%	-6%	2%	-13%
CCOC(=O)CC(NS(=O)(=O)c1ccc2[nH]cc(C(=O)O)c(=O)c2c1)c1ccc(OCC)c(OC)c1 (stereo not drawn)	8%	0.8	-19	2%	-10%	?	15%	1%[11.6 µM]
CCN(CC)CCN(C(=O)c1c(F)cccc1F)c1nc2cc(C)cc(C)c2s1	-21%	-1.0	1	-10%	3%	1%	-8%	-6%
O=C(Cn1c2ccccc2c2nc3n(c(=O)c21)CCS3)Nc1ccccc1C(F)(F)F	-3%	1.4	-24	-27%	-1%	-28%	-3%	-18%
Cc1nnc(SCC2=C(C(=O)O)N3C(=O)C(NC(=O)Cn4nc(C)c(Cl)c4C)C3SC2)s1 (stereo not drawn)	14%	0.9	0	1%	0%	-9%	-9%	-12%
COc1ccc(-c2noc(-c3cccs3)n2)cc1OC	-1%	-0.1	10	-17%	-3%	-3%	6%	-6%
O=C(O)c1cc([N+](=O)[O-])ccc1Oc1ccccc1	-1%	-2.4	-3	-5%	.	5%	9%	3%
O=S(=O)(c1cccs1)N1CCCc2ccccc21	0%	-2.6	.	3%	-3%	-2%	16%	0%
NC(=S)N/N=C/c1ccccc1OC(=O)c1cc2ccccc2oc1=O	-4%	-2.3	-5	?	2%	-21%	6%	-8%
COc1ccc(C(=O)NNC(=O)CN(C)S(=O)(=O)c2ccc(Cl)cc2)c(OC)c1OC	13%	-0.1	-5	6%	2%	-1%	?	-10%
CC1CC(=O)N(CC(=O)NC2CCCCC2)c2ccccc2S1 (stereo not drawn)	4%	0.6	6	11%	-26%	-1%	3%	2%
O=C(CSc1nc2ccc(NC(=O)c3ccccc3C(=O)O)cc2s1)Nc1c(Cl)cccc1Cl	-3%	1.5	?	6%	-15%	-19%	11%	-10%
COCCN(CC(=O)Nc1cccc(C)c1)S(=O)(=O)c1ccc(S(=O)(=O)N2CCCC2)cc1	19%	-0.1	9	12%	1%	-9%	-2%	1%
O=C(Nc1ccc2cn[nH]c2c1)c1c(Cl)cccc1Cl	0%	1.0	-24	-8%	0%	?	9%	-6%
COCc1c(C(=O)OC)nnn1-c1ccccc1	12%[57.1 µM]	-2.6	-6	18%	3%	-7%	-5%	14%
Cc1ccc(S(=O)(=O)/N=C(\CN2CCCCC2)N2CCOCC2)cc1	-1%	-3.6	.	6%	0%	-3%	3%	-9%
COC(=O)/C=C/c1ccc(-n2ccnc2)cc1	1%	0.8	0	-16%	2%	9%	6%	-5%[57.1 µM]
CC(C)(C)c1ccc(C(=O)NCC(=O)OCC(=O)N2CCN(S(=O)(=O)c3ccc(Cl)cc3)CC2)cc1	2%	-0.6	-2	-17%	-16%	-5%	11%	-6%
